C diff HTS = C. difficile growth inhibitors, primary screen, HTS; Clostridium difficile clinical isolate growth, OD600, 24 h; stronger effect = lower value; growth activity, negative = inhibition, % at 16 µg/mL (by protocol); 0.25% of 86,000 active;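 active = mean growth activity at or below -80% and every replicate also at or below -80%; inconclusive = mean at or below -80% but some replicate above -80%; inactive = mean growth activity above -80%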;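 note: 0% = DMSO wells and -100% = levofloxacin 16 µg/mL wells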
Pf Dd2 inh = P. falciparum Dd2 growth inhibitors, primary screen, SYBR Green fluorescence, single dose replicates | 72 h; stronger effect = lower value | activity change, % at 10 µM | 2.3% of 94,000 active | AID 1159554, 2015; in the data active = activity change below about -80%; inconclusive = no clear call, values can overlap the other calls
GASC1 inh = inhibitors of GASC-1 (KDM4C) histone demethylase, primary screen, biochemical, single concentration HTS. Lysine-specific demethylase 4C (Homo sapiens), Q9H3R0. GST-KDM4C 2-372, H3K9me3 peptide, LANCE TR-FRET. inhibition, % at 12.5 µM. 0.15% of 96,000 active. AID 720574, 2013;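 active = mean replicate inhibition above about 25%, with at least 55% of replicates also reaching it, limit read from the data, passing the limit was not always enough; inconclusive = only one of those two conditions met; inactive = neither condition met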
Target sequence (Q9H3R0 2-372 limits assumed): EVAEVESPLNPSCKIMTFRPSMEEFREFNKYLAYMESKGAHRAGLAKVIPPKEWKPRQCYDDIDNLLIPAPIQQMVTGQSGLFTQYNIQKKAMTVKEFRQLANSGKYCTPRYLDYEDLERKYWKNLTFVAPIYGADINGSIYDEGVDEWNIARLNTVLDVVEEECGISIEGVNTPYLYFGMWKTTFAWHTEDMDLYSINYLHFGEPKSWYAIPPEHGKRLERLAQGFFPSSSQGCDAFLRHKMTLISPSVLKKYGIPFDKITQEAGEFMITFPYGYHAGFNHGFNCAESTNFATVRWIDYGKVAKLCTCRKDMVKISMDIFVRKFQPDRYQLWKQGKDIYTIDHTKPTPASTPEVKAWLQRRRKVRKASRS
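System: N-terminal GST-fused human GASC-1 (KDM4C) fragment, residues 2-372; amount: enzyme final amount 10 nM; incubation: reaction 30 min RT, detection step 1 h RT; medium: HEPES buffer, pH 7.5, plus ascorbate; technique: LANCE TR-FRET, Eu antibody, ULight-streptavidin, EDTA, ex 340 nm, em 618/671 nm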
Tcruzi prolif = T. cruzi intracellular proliferation inhibitors, primary screen, cell-based, beta-gal Tulahuen parasites, NIH3T3 host, luminescence. T. cruzi beta-gal in NIH3T3, GalScreen luminescence, 90 h. inhibition, % at 8.34 µM. 5.9% of 77,000 active. AID 624255, 2012;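 active = mean inhibition above about 93%, with at least 55% of replicates each passing it, limit read from the data, passing the limit was not always enough; inconclusive = only one of those two conditions holds; inactive = neither condition holds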
The depositor's hits bear a star; ? = inconclusive; · = no result given; & = joins results of further samples.

SMILES | C diff HTS | Pf Dd2 inh | GASC1 inh | Tcruzi prolif
C[C@@H]1CN([C@H](C)CO)C(=O)Cc2cc(NS(=O)(=O)c3ccccc3)ccc2O[C@H]1CN(C)C(=O)NC1CCCCC1 | -4 | 10 | 1.2 | -16
CO[C@@H]1CN(C)C(=O)c2ccc(NC(=O)c3cnccn3)cc2OC[C@@H](C)N(C(=O)C2CC2)C[C@@H]1C | · | -26 | 1.1 | -34
C[C@@H]1CCCCO[C@H](CN(C)S(=O)(=O)c2cn(C)cn2)[C@H](C)CN([C@H](C)CO)C(=O)c2cc(NS(=O)(=O)c3ccccc3)ccc2O1 | 6 | -26 | 0.0 | ·
Cc1cccc(-c2ccc([C@@H]3[C@@H](CO)N4CCCCN(CCC(F)(F)F)C[C@@H]34)cc2)c1 | 24 | -22 | -1.7 | 93
C/C=C/c1ccc([C@H]2[C@@H](C#N)N(C(=O)Cc3ccccn3)[C@H]2CO)cc1 | -6 | -19 | -2.5 | 76
COc1ccc(NC(=O)N(C)C[C@H]2OCCCC[C@@H](C)Oc3ccc(NS(=O)(=O)c4ccc(C)cc4)cc3C(=O)N([C@H](C)CO)C[C@@H]2C)cc1 | · | -7 | 13 | -9
CCC(=O)N1C[C@H](C)[C@H](OC)CN(C)C(=O)c2cc(NC(=O)C3CC3)ccc2OC[C@H]1C | 1 | 26 | -1.2 | -11
C[C@H](CO)N1C[C@H](C)[C@@H](CN(C)Cc2ccc(-c3ccccc3)cc2)Oc2ccc(NC(=O)CCC(F)(F)F)cc2CC1=O | 60 | -38 | -0.3 | ?
C[C@H](CO)N1C[C@H](C)[C@@H](CN(C)C(=O)Nc2ccccc2)Oc2ccc(NC(=O)CCCCCC(=O)Nc3ccccc3N)cc2CC1=O | 0 | 11 | -2.8 | ·
C[C@@H]1CN([C@H](C)CO)C(=O)c2cc(/C=C/c3ccccc3)cnc2O[C@@H]1CN(C)Cc1cccnc1 | 2 | -12 | -3.8 | 25
O=C(C[C@@H]1C[C@H]2c3cc(NC(=O)NC4CCCCC4)ccc3O[C@H]2[C@@H](CO)O1)NCc1ccccc1 | · | -10 | -2.5 | 52
O=C(c1cccc(F)c1)N1CC(=O)N2[C@H](CO)[C@@H](c3ccc(C#Cc4ccc(F)cc4)cc3)[C@H]2C1 | 11 | -20 | -0.1 | ·
C[C@@H]1CN([C@H](C)CO)C(=O)c2cc(NC(=O)Cc3ccccc3)ccc2O[C@@H]1CN(C)S(=O)(=O)c1ccc(Cl)cc1 | -6 | -1 | -0.5 | -13
Cc1cccc(S(=O)(=O)N2CC[C@@H]3[C@@H](CO)Nc4ccc(C#Cc5cccc(F)c5)cc4[C@@H]32)c1 | 52 | -16 | -1.1 | 74
COc1ccc(S(=O)(=O)N(C)C[C@@H]2OCCCC[C@@H](C)Oc3ccc(NC(=O)CCCN(C)C)cc3C(=O)N([C@@H](C)CO)C[C@@H]2C)cc1 | 4 | -31 | 2.2 | 93
C[C@H]1CN([C@@H](C)CO)C(=O)c2cccc(NS(=O)(=O)c3cn(C)cn3)c2O[C@H]1CN(C)Cc1ccc(Oc2ccccc2)cc1 | · | -11 | 1.1 | 3
C[C@@H]1CCCCO[C@@H](CN(C)Cc2ccc(C(=O)O)cc2)[C@H](C)CN([C@H](C)CO)C(=O)c2cc(NC(=O)Nc3ccc(F)cc3)ccc2O1 | 10 | -19 | -2.0 | -2
COCCNC(=O)C[C@@H]1C[C@@H]2c3cc(NS(=O)(=O)c4ccccc4)ccc3O[C@@H]2[C@H](CO)O1 | · | 19 | -1.1 | -37
COCC#Cc1ccc([C@H]2[C@@H](CO)N3C(=O)CN(C(=O)C4CCCC4)C[C@H]23)cc1 | 12 | -22 | -0.3 | ·
COC(=O)[C@@H]1[C@@H](CO)[C@@H]2Cn3c(ccc(-c4ccc(OC)cc4)c3=O)[C@@H]2N1S(C)(=O)=O | -5 | 10 | 0.8 | 43
CC(C)NC(=O)N(C)C[C@H]1OCCCC[C@H](C)Oc2ccc(NC(=O)c3ccccc3)cc2C(=O)N([C@@H](C)CO)C[C@H]1C | 2 | -16 | 1.1 | -5
CC(=O)N[C@H]1C=C[C@H](CC(=O)NCc2ccc(Cl)cc2)O[C@@H]1CO | -1 | 9 | 1.0 | 6
CN(C)C(=O)c1ccc(-c2ccc3c(c2)[C@@H]2[C@@H](CCN2C(=O)c2ccc(F)cc2)[C@H](CO)N3C)cc1 | 33 | -32 | 2.0 | 93
COc1ccc(C#Cc2cnc3c(c2)C(=O)N([C@H](C)CO)C[C@@H](C)[C@H](CN(C)CC2CCCC2)O3)cc1 | 32 | -68 | -0.4 | 95
CO[C@@H]1CN(C)C(=O)c2ccc(NC(=O)C3CC3)cc2OC[C@@H](C)N(CC2CCCC2)C[C@H]1C | -1 | -21 | -1.0 | ·
C[C@H]1CN([C@@H](C)CO)C(=O)c2cc(NC(=O)C3CC3)ccc2O[C@@H]1CN(C)S(=O)(=O)c1cccs1 | 7 | 26 | 1.4 | -8
COc1ccc(CN(C)C[C@H]2Oc3ccc(NC(=O)Nc4ccc(OC)cc4)cc3C(=O)N([C@@H](C)CO)C[C@@H]2C)cc1 | 2 | 13 | -0.1 | 2
O=C(Nc1cccc(F)c1)N1CC(=O)N2[C@H](CO)[C@H](c3ccc(-c4ccc(F)cc4)cc3)[C@@H]2C1 | 1 | -41 | -1.2 | ·
O=C(c1ccccn1)N1CC[C@@H]2[C@@H](CO)Nc3ccc(-c4cccc(F)c4)cc3[C@@H]21 | -7 | 7 | 0.9 | 31
C[C@H](CO)N1C[C@H](C)[C@@H](CN(C)S(=O)(=O)c2cn(C)cn2)OCCCC[C@H](C)Oc2ccc(NC(=O)Nc3ccccc3)cc2C1=O | 0 | -18 | -0.1 | 36

Brought forward from above: 4 compounds, then new ones.
SMILES | C diff HTS | Pf Dd2 inh | GASC1 inh | Tcruzi prolif
COc1ccc(CN(C)C[C@H]2Oc3ccc(NC(=O)Nc4ccc(OC)cc4)cc3C(=O)N([C@@H](C)CO)C[C@@H]2C)cc1 | 2 | 13 | -0.1 | 2
O=C(Nc1cccc(F)c1)N1CC(=O)N2[C@H](CO)[C@H](c3ccc(-c4ccc(F)cc4)cc3)[C@@H]2C1 | 1 | -41 | -1.2 | ·
O=C(c1ccccn1)N1CC[C@@H]2[C@@H](CO)Nc3ccc(-c4cccc(F)c4)cc3[C@@H]21 | -7 | 7 | 0.9 | 31
C[C@H](CO)N1C[C@H](C)[C@@H](CN(C)S(=O)(=O)c2cn(C)cn2)OCCCC[C@H](C)Oc2ccc(NC(=O)Nc3ccccc3)cc2C1=O | 0 | -18 | -0.1 | 36
C[C@H](CO)N1C[C@H](C)[C@@H](CN(C)S(=O)(=O)c2cccs2)Oc2ccc(NC(=O)Cc3ccccc3)cc2CC1=O | 23 | 1 | -0.1 | 8
COc1ccc(NC(=O)N(C)C[C@@H]2Oc3ccc(NS(=O)(=O)c4ccc(F)cc4)cc3CC(=O)N([C@H](C)CO)C[C@@H]2C)cc1 | -5 | 7 | -0.3 | 35
C[C@@H]1CCCCO[C@H](CN(C)S(=O)(=O)c2ccc(Cl)cc2)[C@H](C)CN([C@@H](C)CO)C(=O)c2cc(NC(=O)c3ccncc3)ccc2O1 | 1 | ? | 15 | 75
O=C(C[C@@H]1C=C[C@@H](NC(=O)Nc2ccc3c(c2)OCO3)[C@@H](CO)O1)NCc1ccc(F)cc1 | 9 | 10 | 0.3 | 9
COc1ccc(NC(=O)Nc2ccc3c(c2)CC(=O)N([C@H](C)CO)C[C@@H](C)[C@H](CN(C)Cc2ccc(C(=O)O)cc2)O3)cc1 | 1 | 12 | -1.0 | 21
CCOC(=O)CCCCCC(=O)Nc1ccc2c(c1)C(=O)N([C@@H](C)CO)C[C@H](C)[C@H](CN(C)S(=O)(=O)c1ccc(OC)cc1)OCCCC[C@H](C)O2 | -20 | -39 | -0.6 | ·
Cc1cccc(S(=O)(=O)N2CC[C@@H]3[C@@H](CO)Nc4ccc(C#Cc5cccnc5)cc4[C@@H]32)c1 | 4 | -54 | -0.9 | ·
CO[C@H](CN(C)S(=O)(=O)c1ccc(F)cc1)[C@H](C)CN(C(=O)Nc1ccccc1F)[C@H](C)CO | · | -12 | 1.8 | 53
C/C=C/c1cccc(-c2nc(C(=O)N(C)C)cc3c2[C@H](CCO)N([S@@](=O)C(C)(C)C)C3)c1 | · | 12 | 2.5 | 68
C[C@@H]1CCCCO[C@H](CN(C)Cc2ccc(Cl)c(Cl)c2)[C@@H](C)CN([C@@H](C)CO)C(=O)c2cc(NS(=O)(=O)c3ccc(F)cc3)ccc2O1 | 29 | -48 | 0.5 | ·
C[C@@H]1CN([C@@H](C)CO)C(=O)CCCn2cc(nn2)CO[C@H]1CN(C)C(=O)c1ccncc1 | 2&0 | 3&18 | 0.3 | -7&-23
COc1ccc(NC(=O)N(C)C[C@@H]2Oc3ccc(NC(=O)CCCN(C)C)cc3C(=O)N([C@H](C)CO)C[C@@H]2C)cc1 | -2 | 14 | 1.2 | ·
CC(C)NC(=O)N(C)C[C@@H]1Oc2cc(-c3ccccc3F)ccc2S(=O)(=O)N([C@@H](C)CO)C[C@H]1C | -14 | · | 1.0 | -8
CN1C[C@@H](O)COC[C@H]2O[C@H](CC(=O)NC3CCC3)CC[C@@H]21 | 0&-2 | -3 | 1.6 | -12
O=C(C[C@H]1C[C@H]2c3cc(NC(=O)Cc4ccncc4)ccc3O[C@H]2[C@H](CO)O1)NCc1cc(F)ccc1F | 2 | -56 | 11 | 2
C[C@H](CO)N1C[C@H](C)[C@H](CN(C)C(=O)NC2CCCCC2)OCCCC[C@H](C)Oc2ccc(NS(=O)(=O)c3ccc(F)cc3)cc2C1=O | 4 | -59 | -0.2 | 27
O=C(NC1CCC1)[C@@H]1[C@@H](CO)[C@@H]2Cn3c(ccc(C4=CCCCC4)c3=O)[C@@H]2N1C(=O)C1CCOCC1 | -3 | · | 1.2 | 84
O=S(=O)(N[C@H]1CC[C@H](CCn2cc(-c3ccc(F)cc3)nn2)O[C@@H]1CO)c1ccccc1F | -2 | -32 | 1.1 | -3
COCC#Cc1cnc2c(c1)C(=O)N([C@H](C)CO)C[C@H](C)[C@@H](CN(C)S(=O)(=O)c1ccccc1)O2 | 3&0 | -29&-36 | -1.1 | -10&-18
O=C(C[C@@H]1CC[C@H]2[C@@H](COC[C@@H](O)CN2Cc2cc(F)ccc2F)O1)NCc1ccc(Cl)cc1 | 0&-10 | -8 | 1.6 | 44
O=C(c1ccc(F)cc1)N1CC(=O)N2[C@H](CO)[C@H](c3ccc(-c4cccnc4)cc3)[C@@H]2C1 | 1 | 9 | -0.2 | ·
O=C(Nc1ccccc1)N1CC(=O)N2[C@H](C1)[C@H](c1ccc(C#CC3CC3)cc1)[C@@H]2CO | 1 | 15 | 0.4 | ·
CO[C@H]1CN(C)C(=O)c2cccc(C#N)c2OC[C@H]2O[C@@H](CC[C@H]2OC)CCN(C)C(=O)[C@@H]1C | · | 20 | 0.4 | -37
O=C(NCC[C@H]1CC[C@@H](NS(=O)(=O)c2ccc(Oc3ccccc3)cc2)[C@@H](CO)O1)C1CC1 | -6 | -6 | -0.7 | -49
N#C[C@@H]1[C@@H](c2ccc(C#CC3CCCCC3)cc2)[C@H](CO)N1C(=O)Nc1ccc(F)cc1 | 0 | -86* | -1.0 | ·
CC(C)CC#Cc1cnc2c(c1)C(=O)N([C@H](C)CO)C[C@H](C)[C@H](CN(C)C(=O)c1ccccc1F)O2 | -3 | -4 | -1.9 | 49
O=C(C[C@H]1C[C@@H]2c3cc(NC(=O)c4cccnc4)ccc3O[C@@H]2[C@H](CO)O1)NCC1CC1 | 3 | 4 | 2.2 | -23
CC(C)NC(=O)N(C)C[C@@H]1OCc2cn(nn2)CCCC(=O)N([C@@H](C)CO)C[C@H]1C | 8 | 20 | · | -52
CCNC(=O)[C@H]1[C@H](CO)[C@H]2Cn3c(ccc(-c4cccc(F)c4)c3=O)[C@H]2N1Cc1cc(F)ccc1F | 1 | · | 3.4 | 22
C[C@@H]1CN([C@@H](C)CO)C(=O)c2cc(NC(=O)NC3CCCCC3)ccc2O[C@@H](C)CCCCO[C@H]1CN(C)CC1CCCCC1 | · | -85* | -1.8 | 84
C[C@@H]1CN([C@@H](C)CO)C(=O)c2cc(NC(=O)Nc3ccc(C(F)(F)F)cc3)ccc2O[C@@H](C)CCCCO[C@H]1CN(C)Cc1ccc(Cl)c(Cl)c1 | 24 | -76 | 5.7 | 34

Screening data deposited in PubChem by Broad Institute.
